Keap1 Nrf2 FP – Keap1-Nrf2 protein-protein interaction inhibitors, primary screen, biochemical, fluorescence polarization, single point; Kelch-like ECH-associated protein 1 (Homo sapiens), Q14145; Keap1 Kelch-Nrf2 peptide fluorescence polarization, 1536-well; inhibition, % at 9.4 µM; 0.15% of 340,000 active; in the data active means inhibition above about 12%;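 further: human Keap1 Kelch domain with fluorescein labeled Nrf2 9mer peptide probe; 0% = neutral control wells and 100% = peptide positive control; higher means more block of Keap1 binding to Nrf2 peptide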
Target sequence (Q14145 whole entry, looked up, the tested form may be a part): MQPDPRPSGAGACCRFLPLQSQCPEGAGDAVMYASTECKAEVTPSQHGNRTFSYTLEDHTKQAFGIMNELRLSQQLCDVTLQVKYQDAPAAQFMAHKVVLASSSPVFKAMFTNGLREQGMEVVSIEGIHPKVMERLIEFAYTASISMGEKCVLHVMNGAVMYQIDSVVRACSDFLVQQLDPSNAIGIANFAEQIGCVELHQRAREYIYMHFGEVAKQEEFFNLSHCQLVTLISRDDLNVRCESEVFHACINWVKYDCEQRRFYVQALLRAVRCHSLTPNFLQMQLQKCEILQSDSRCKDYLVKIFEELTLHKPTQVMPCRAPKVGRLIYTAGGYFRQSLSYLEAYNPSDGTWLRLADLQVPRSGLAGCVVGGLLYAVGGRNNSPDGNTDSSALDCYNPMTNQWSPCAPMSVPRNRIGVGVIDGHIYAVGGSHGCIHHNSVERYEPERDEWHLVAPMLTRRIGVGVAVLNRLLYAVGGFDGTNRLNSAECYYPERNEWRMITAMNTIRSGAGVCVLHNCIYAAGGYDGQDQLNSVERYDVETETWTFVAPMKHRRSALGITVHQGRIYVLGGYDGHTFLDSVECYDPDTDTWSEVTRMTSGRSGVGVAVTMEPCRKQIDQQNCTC
LANA DNA inh – inhibitors of KSHV C-LANA binding to DNA, primary screen, biochemical, fluorescence polarization, FAM-LBS DNA, MBP-C-LANA, single point | Kaposi's sarcoma herpesvirus LANA C-terminal domain (residues 932-1162) DNA binding | inhibition, % at 9 µM | 0.078% of 340,000 active | AID 504423, 2011;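 active means highest replicate inhibition at or above 60% at 9 µM, even if other replicates fall short; inactive means all replicates below 60% inhibition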;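 further: 0% = neutral control wells and 100% = 4 µM acridine orange control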
Arr AP2 block – inhibitors of beta-arrestin/AP2 binding, primary screen, biochemical, GPCR trafficking, flow cytometry. beta-arrestin 1 C-terminal peptide binding to AP2 beta2-adaptin appendage (human). FITC-arrestin peptide / GST-AP2 beads; AP2 beta2 appendage carries R879A mutation. inhibition, % at 10 µM. 0.31% of 340,000 active;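 active means inhibition above a set limit, near 3 SD of compounds lacking own fluorescence, cut at about 54% in these data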;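 further: plate controls were DMSO wells for no effect and 5 µM unlabelled arrestin peptide for full effect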
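Material – GST-tagged AP2 beta2-adaptin appendage (R879A) on 4 µm glutathione beads · Probe or stimulus – fluorescein-tagged arrestin peptide at 50 nM final · Timing – 12 min plus 1 h, RT · Detection – bead flow cytometry, FITC channel · Read-out basis – inhibition as reduced fluorescein signal on beads, percent · Medium – PBS plus Tween 20 (0.05%) and BSA (0.1%)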
NSD2 inh – NSD2 histone methyltransferase inhibitors, primary screen, biochemical, AlphaScreen, single concentration, set 2; inhibition, % at 12.5 µM; NSD2 peptide methylation, 120 min; 0.54% of 310,000 active; AID 743445, 2014; in the data active means inhibition above about 50%
CAL PDZ FP-1 – CAL PDZ peptide-binding inhibitors, primary screen, biochemical, fluorescence polarization, Cer-tagged CAL PDZ, HTS. inhibition, % at 20 µM. purified CAL PDZ, TMR-peptide fluorescence polarization, 1 h. AID 504414, 2011. Golgi-associated PDZ and coiled-coil motif-containing protein (Homo sapiens), Q9HD26. 0.02% of 330,000 active;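 active means highest replicate inhibition of at least 40%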;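 further: plate controls were DMSO neutral control wells for no effect and unlabeled competitor peptide control wells for full effect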
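Material: tagged CAL PDZ protein CerCALP, purified; buffer or medium: sodium phosphate/NaCl buffer pH 7.4 with TCEP, IgG, Thesit; also added: fluorescent TMR peptide probe; schedule: 1 h incubation at room temperature before polarization reading; technique: fluorescence polarization from S- and P-plane intensities, G-factor corrected; control set: unlabelled peptide and DMSO controls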
CAL PDZ FP-2 – untagged CAL PDZ binding inhibitors, primary screen, biochemical, fluorescence polarization, HTS; inhibition, % at 24.9 µM; AID 602252, 2012; purified CAL PDZ, TMR-peptide fluorescence polarization, 1 h; Golgi-associated PDZ and coiled-coil motif-containing protein (Homo sapiens), Q9HD26; 0.92% of 300,000 active;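 active means mean inhibition of at least 30% with at least half of replicates also reaching 30%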;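 further: 0% = DMSO neutral control and 100% = excess unlabeled competitor peptide PRC23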
DSG3 Ab inh – inhibitors of pemphigus antibody binding to DSG3, primary screen, biochemical, bead-based, flow cytometry, scFv-GFP; binding (percent of control), % at 10 µM; Desmoglein-3 (Homo sapiens), P32926; 0.48% of 310,000 active; AID 588358, 2011; DSG3-coupled beads, scFv-anti-DSG3-GFP binding; stronger effect = lower value;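 active means binding more than 3 SD below its plate's average and above zero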;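 further: hits lower antibody fragment binding to DSG3; some compounds called inactive have numbers as strong as hits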
V-ATPase pHluor – regulators of yeast V-ATPase proton pumping, primary screen, pHLuorin cytosolic pH fluorescence; S. cerevisiae; response, % at 10 µM; 0.37% of 350,000 active; AID 504577, 2011; in the data active means response mostly above about 7.3%, no sharp cut-off; inactive means mostly below about 5.4%; further: actives read high; inactives centre near 0; some compounds called inactive have numbers as strong as hits
DAGLB inh – DAGLB lipase inhibitors, primary screen, biochemical, fluorescence, HTS; Diacylglycerol lipase-beta (Homo sapiens), Q8NCG7; 0.059% of 340,000 active; inhibition, % at 5.17 µM; HEK293T DAGLB membrane lysate, EnzChek fluorogenic substrate; in the data active means inhibition above about 34%;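 further: 0% = enzyme with vehicle and 100% = wells lacking enzyme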
Cardiac RTF inh – cardiac RTF calcium sensitivity inhibitors, primary screen, biochemical, IANBD-TnC fluorescence, EC70 calcium | inhibition, % at 7.15 µM | IANBD-labeled cardiac RTF, Ca2+ fluorescence | AID 493244, 2011 | Troponin I, cardiac muscle (Homo sapiens) + Troponin T, cardiac muscle (Homo sapiens) + … | 0.12% of 340,000 active;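 active means inhibition above the mean inhibition of all tested compounds plus 3 SD, cut at about 17% in these data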;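 further: assay run at fixed EC70 calcium of 1.6 mM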
An asterisk follows results filed as active; . = no result given.

Keap1 Nrf2 FP	LANA DNA inh	Arr AP2 block	NSD2 inh	CAL PDZ FP-1	CAL PDZ FP-2	DSG3 Ab inh	V-ATPase pHluor	DAGLB inh	Cardiac RTF inh	SMILES
-2	2.1	-7	-1	-3.4	-3	96	2	1	-4	COc1ccc(NC(=S)N(CCC(C)C)C2CCN(C(C)C)CC2)cc1
-12	1.8	8	3	-1.2	2	103	-1	7	-4	COC(=O)C1=C(C)N(c2ccc(C)cc2)/C(=C/c2ccc(O)cc2)C1=O
-5	-1.7	0	-5	-0.9	-1	.	-1	-1	-4	CCCc1c(C(=O)N/N=C/c2ccc(OCc3ccccc3)c(OC)c2)nnn1-c1nonc1N
1	-2.2	-5	.	-0.7	12	104	-3	4	0	CCOC(=O)N1CCC(NC(=O)Cn2c3c(c(-c4ccccc4Cl)cc2=O)CCC3)CC1
4	-1.6	75*	7	-2.4	-4	110	6	11	0	CCCCCCN1C=C/C(=C\C=C(C#N)C#N)c2ccccc21
0	1.3	-12	3	-0.7	0	113	-6	-3	-9	CC(=O)Nc1ccc(/C=N/NC(=O)CNC(=O)c2ccccc2)cc1
-4	1.2	-2	0	0.5	4	103	-1	-1	-4	CC(C)CN(C(=O)CCNC(=O)c1ccccc1Cl)C1CCS(=O)(=O)C1 (stereo not given)
2	0.8	31	.	-0.2	-2	100	0	0	3	C/C(=N/NS(=O)(=O)c1cccc([N+](=O)[O-])c1)c1ccc2c(c1)OCO2
-1	0.1	19	-9	0.4	.	100	-4	-6	-6	COc1ccccc1-c1nnc(N)s1
-6	3.0	7	2	-0.8	-2	100	1	-2	-4	S=c1[nH]cnc2scc(-c3ccccc3)c12
2	-0.9	38	1	-0.9	7	102	0	0	-4	COc1cc2c(cc1OC)C1(CCCC1)CNC2c1cccc([N+](=O)[O-])c1 (stereo not given)
2	2.1	30	-2	0.2	0	82	-1	1	0	CCOC(=O)CSc1nnc(-c2ccccc2)c(=O)[nH]1
1	1.6	-7	7	-3.5	-1	112	-3	-1	2	COc1ccc(C)cc1S(=O)(=O)N1CCN(C(=O)c2ncoc2-c2cccc(C)c2)CC1
-4	-1.7	-3	-2	-2.0	-2	104	-2	-2	2	C=COCCNC(=O)C(=O)NC(C)C
-7	-0.9	0	1	-1.7	-1	138	0	2	3	CCCc1nn(C)c2c1C(c1ccncc1)C(C#N)=C(N)O2 (stereo not given)
-6	-0.4	4	-1	-2.0	-1	120	0	0	4	CCc1nnc(NC(=O)CSc2nnnn2-c2cccc(C(=O)OC)c2)s1
4	-1.1	27	23	-0.9	-4	99	0	2	-3	CS(=O)(=O)Nc1ccc(C(=O)NCCC2=CCCCC2)cc1
-6	0.0	10	-3	-0.5	-4	118	-2	-1	1	Cc1nn(Cc2ccccc2Cl)c(C)c1NC(=O)c1ccn(C)n1
-1	-1.6	-6	0	-8.6	1	96	14*	1	-8	CC(C)NC(=O)COc1ccccc1C#N
1	-0.5	13	-10	-2.4	-17	.	1	-2	-4	CC1Cc2ccccc2N1C(=O)COC(=O)c1cccnc1Cl (stereo not given)
-6	0.4	4	-1	-0.8	-3	104	1	-4	-13	Cc1ccc(S(=O)(=O)NCc2csc(-c3cccs3)n2)cc1
2	-0.9	23	3	-0.1	-3	104	-1	0	-4	O=C(NC1CCCC1)c1ccc(S(=O)(=O)N2CCOCC2)cc1
-3	0.6	2	12	-2.3	0	92	1	1	-8	Cc1cnc(C(=O)OCC(=O)Nc2ccc(C)c(S(=O)(=O)N3CCCCC3)c2)cn1
0	-1.0	10	-8	-0.2	-1	98	-2	0	3	CC(=O)OCCNC(=O)c1cccnc1
1	-1.2	6	-2	-0.5	.	106	-2	-2	-5	CC(C)NC(=O)C1CCN(C2CCN(C(=O)c3scc4c3CCCC4)CC2)CC1
-6	-0.5	6	0	-0.3	16	101	-1	-2	-3	COc1cccc(/C=C/C(=O)OCC(=O)N(C)CC(=O)Nc2ccccc2Cl)c1OC
-1	.	9	2	-2.9	-6	116	0	-6	-2	Cc1nnc(OCc2nc3ccccc3n2C)c2ccccc12
0	-1.5	-11	-1	-2.1	-4	.	4	-2	-1	COc1cc(/C=C/C(=O)NC(C)(C)C)ccc1OCc1ccccc1
-5	0.5	-6	-3	-1.9	-5	.	-2	1	3	Cc1ccccc1CCNC(=O)C1CCC(=O)N(C2CCCCCC2)C1 (stereo not given)
0	-0.5	19	.	0.1	.	106	-1	-2	-8	Clc1cccc(Cc2nn[nH]n2)c1

Two of these compounds in another layout.
Results follow in this order: Keap1 Nrf2 FP | LANA DNA inh | Arr AP2 block | NSD2 inh | CAL PDZ FP-1 | CAL PDZ FP-2 | DSG3 Ab inh | V-ATPase pHluor | DAGLB inh | Cardiac RTF inh
- COC(=O)C1=C(C)N(c2ccc(C)cc2)/C(=C/c2ccc(O)cc2)C1=O
→ -12 | 1.8 | 8 | 3 | -1.2 | 2 | 103 | -1 | 7 | -4
- Cc1nnc(OCc2nc3ccccc3n2C)c2ccccc12
→ -1 | . | 9 | 2 | -2.9 | -6 | 116 | 0 | -6 | -2

The list continues.
Keap1 Nrf2 FP	LANA DNA inh	Arr AP2 block	NSD2 inh	CAL PDZ FP-1	CAL PDZ FP-2	DSG3 Ab inh	V-ATPase pHluor	DAGLB inh	Cardiac RTF inh	SMILES
-2	-2.1	0	11	-0.9	-3	.	-1	-2	-8	CCCCn1c(N)c(N(CCOC)C(=O)CN2C(=O)NC3(CC(C)CC(C)(C)C3)C2=O)c(=O)[nH]c1=O (stereo not given)
-3	-2.7	2	-3	-0.4	1	110	3	-1	-12	C/C=C/c1ccc(OCC(=O)OCC)c(OC)c1
2	-0.7	3	3	-1.1	-1	106	-2	1	-18	CCn1ccnc1CN(C)Cc1cn(-c2ccc(C)cc2)nc1-c1ccc(F)cc1
1	1.6	9	0	-2.3	-2	.	-3	0	-5	Cc1noc(C)c1COc1cccc(C(=O)NCc2ccccc2Cl)c1
2	-1.4	29	0	-0.6	-1	103	-3	-3	2	O=S(=O)(Nc1c(F)cccc1F)c1ccc(Cl)nc1
-4	-0.5	-1	1	-0.5	-7	.	-4	-5	7	S=C(NCCc1ccccc1)NCc1ccccc1Cl
-1	2.3	3	-1	-1.1	-5	112	0	1	-3	Cc1ccc(Cl)cc1N1CCN(C(=O)CCCn2c(=O)c3cccn3c3cccnc32)CC1
-3	4.3	2	-3	-0.1	1	90	7	-2	0	COc1ccc(OCC(=O)NCCS(=O)(=O)N2CCN(c3ccc(F)cc3)CC2)cc1
1	-1.2	-19	32	-1.0	-3	.	3	0	3	Cc1ccccc1CC(=O)N1CCN(C(=O)c2ccco2)CC1
-4	1.2	-2	-3	0.0	.	105	0	-1	-9	COCCNC(=S)NNC(=O)c1cc(C2CC2)nc2ccccc12
-2	0.2	-6	0	-2.7	-6	110	0	-2	1	COc1ccc(C(=O)NC(=C(Cl)Cl)S(=O)(=O)c2ccc(C)cc2)cc1
-3	1.4	5	5	-1.4	.	103	1	1	-2	CCc1ccc2c(c1)C(c1cccs1)=NNC(c1cccnc1)=N2
1	0.0	30	30	0.7	-2	90	-2	5	-7	Nc1c(C(=O)Nc2ccccc2F)sc2nc(-c3ccco3)ccc12
-3	-1.6	13	.	-2.6	-2	106	1	-3	-8	COc1cccc(/C=C2\Oc3cc(OCC(=O)N4CCCCC4)ccc3C2=O)c1OC
-4	-0.5	18	-3	1.0	-6	106	-1	-2	-24	Cc1nnc(SCC(=O)Nc2ccc3c(c2)OCO3)s1
3	1.9	28	-4	0.0	0	113	1	-4	3	COc1cc(C)c(S(=O)(=O)NOCc2ccccc2)c(C)c1C
4	0.9	-9	.	0.1	-2	99	0	-2	-5	CC(C)C[C@H]1CN([C@@H](CC(C)C)CN2CCCC2CN2C(=S)NC[C@@H]2Cc2ccc(O)cc2)C(=S)N1CCc1ccccc1 (stereo not given in full)
-6	2.0	4	-5	-1.8	1	98	-2	-3	-3	CC(=O)c1ccccc1OC(=O)c1ccc(-c2ccccc2)cc1
-5	-1.9	-11	0	-2.6	1	98	-2	2	-3	COc1ccc(NS(=O)(=O)c2ccc(NC(C)=O)cc2)cc1OC
3	-1.6	27	0	-0.1	2	89	-4	0	-3	Cc1nnc(-c2ccccc2)o1
-1	-2.4	4	1	-1.7	-1	106	6	0	-5	CCOC(=O)C1CCN(C2=NC(=O)/C(=C/c3ccccc3OC)S2)CC1
6	3.1	3	2	-1.2	-1	103	2	1	-5	CCOC(=O)CNC(=O)C12CC3CC(C1)CC(c1ccc(C)cc1)(C3)C2
-4	3.5	1	.	-0.7	5	104	6	3	5	COc1ccc([C@@H]2CC=C(C(=O)O)[C@H](c3ccc(F)cc3)N2S(=O)(=O)c2ccc(C)cc2)cc1OC
1	1.0	6	-2	1.0	0	106	4	-1	2	COc1cccc(C(=O)NCCS(=O)(=O)N2CCC3(CC2)OCCO3)c1
-3	2.1	4	0	-2.4	-3	94	0	0	-9	O=C(c1ccccc1F)N1CCN(S(=O)(=O)c2ccc(S(=O)(=O)N3CCCCC3)cc2)CC1
-7	-0.2	-20	1	0.6	-6	123	6	-3	0	COc1cccc(NC(=O)CN(C)C(=O)C2CC3C=CC2C3)c1 (stereo not given)
-5	1.0	15	-3	-1.0	-3	.	2	-4	7	CC(C)(C)C(=O)CSc1ccc(S(=O)(=O)N2CCCC2)cn1
1	3.3	-26	.	-0.1	-2	119	2	2	8	CC(=O)c1ccc(N2CCN(C(=O)c3n[nH]c4ccccc34)CC2)cc1
1	0.8	-5	-2	-1.3	-5	100	1	-3	-12	CCc1nnc(NC(=O)c2ccc(COc3ccccc3C)o2)s1
1	1.6	14	-3	-2.1	.	97	2	-3	-5	Cc1cc(C(=O)Nc2c(C)nn(Cc3ccccc3Cl)c2C)no1
-2	0.1	6	1	-2.8	-1	85	0	0	4	Cc1ccccc1-c1nc(CS(=O)(=O)CC(=O)N2CCCCC2)c(C)o1
-3	-0.3	-5	.	.	-5	105	-11	-1	-14	CCOC(=O)N1CCC(NC(=O)C(Cc2ccccc2)NC(=O)C2CCCCC2)CC1 (stereo not given)
-2	-0.4	13	0	-2.1	-3	101	-4	2	-8	CN(C1CCCCC1)S(=O)(=O)c1ccc2[nH]c(=O)oc2c1

Screening data as filed in PubChem.

These rows are one share of the data; count on the stated rates, not on these rows.
